S3 lipid droplet – qHTS Assay for Lipid Storage Modulators in Drosophila S3 Cells | AID 2685, 2010 | Potency in µM for hits, for the others lipid storage change, negative = inhibition, % at the top dose, mostly 46.1 µM | Drosophila S3 cells, BODIPY lipid droplet fluorescence, 18-24 h; cells fed with added oleic acid | 320,000 compounds, 0.64% hits; active = well fitted inhibition curve with a large enough effect in the signal ratio, with a control signal flat, not every such curve was filed as active; inconclusive = small, poorly fitted or top-dose-only effect, or effect the other way, or a change in a side signal; the % refers to the signal ratio
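Laser-scanning cytometry quantifies lipid droplet accumulation (500–530 nm total intensity; droplet/cell object ratio) in oleic acid-fed (400 uM added) Drosophila S3 cells treated with a concentration series. 20 uM Triacsin C defined 100% inhibition.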
S3 lipid droplet cell count max – second read-out of S3 lipid droplet, no call of its own (marks repeat the call); cell number change, %; measured here: cell count max response;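 cells counted by Cell Tracker Red CMTPX staining in the red channel; peak over a dose series mostly up to 46.1 µM; percent activity relative to internal control wells on each plate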
* hit, by the source's call; i = inactive; ? = inconclusive; . = no result given; [ ] = dose if it differs, or a comment. % is set by controls: 0 for no effect and ±100 for the full control effect; potency is the fitted concentration of half-maximal effect. Not all compounds are listed; rates above refer to the full screens.

SMILES	S3 lipid droplet	S3 lipid droplet cell count max
COc1cc(CCCN2CCNC[C@@H]2Cc2ccccc2)cc(OC)c1OC	?	.
COC(=O)C(O)(NC(=O)NC(C)=O)C(F)(F)F (centres undefined)	10%	15
COc1ccc(C)cc1NC(=O)c1nnn(Cc2cccc(F)c2)c1N	?	.
COc1cc(-c2nc(C)c(C(C)=O)n2O)ccc1OCC(=O)Nc1ccc(F)cc1	1%	20
CN1CCN(S(=O)(=O)c2cccc(C(=O)Nc3nc(-c4ccccc4)cs3)c2)CC1	i	.
CCC(=O)c1cc2c(C)cc(=O)oc2c(C)c1OC	5%	-3
Clc1ccc(-c2nc3ccccc3n2OCc2ccccc2)cc1	?	.
O=S(=O)(c1ccc(NC(=S)N/N=C/c2ccc(O)c(O)c2)cc1)N1CCOCC1	12%	21
O=C1/C(=C\c2cccc([N+](=O)[O-])c2O)SC(=S)N1Cc1ccccc1	11%	.
CCCC[C@]12Cc3ccccc3C(O1)c1c(c3ccccc3oc1=O)O2	11%[9.22 µM]	0
CCN(CC)C(=O)c1sc2c(c1C)c(=O)n(-c1ccc(C)c(C)c1)c(=O)n2CC(=O)NCC1CCCO1 (centres undefined)	-9%	-11
CN1CCN(S(=O)(=O)c2cccc(C(=O)N(C)Cc3c(F)cccc3Cl)c2)CC1	?	.
Oc1ccccc1-c1n[nH]c(=S)n1Cc1ccccc1	5%	15
O=S(=O)(Nc1ccc2c(c1)OCCO2)c1ccc2oc3ccccc3c2c1	?	.
CC(=O)c1cnc2cc(C)nn2c1C	i	-24
CCc1ccc(C(=O)N2CCN(c3ccc(F)cc3)CC2)s1	?	.
CC1CCCN(C(=O)c2cc(-c3ccco3)nc3ccccc23)C1 (centres undefined)	?	.
O=C(NCc1csc(-c2cccs2)n1)C1CCC1	-22%	-23
Cc1cc(NC(=O)/C=C/c2cccc(Cl)c2)n(-c2nc3ccccc3[nH]2)n1	?	.
CCOCCCn1c(SCC(=O)Nc2ccc(C(N)=O)cc2)nc2ccccc2c1=O	?	.
COc1c(Cl)cc(Cl)cc1CNCCNCC(C)O (centres undefined)	i	-6
CCN(CC)c1ccc(C2C(C(=O)OCCOC)=C(C)NC3=C2C(=O)CCC3)cc1 (centres undefined)	26%	-8
COc1ccc(S(=O)(=O)N2CCC(C(N)=O)CC2)c2ccccc12	?	.
O=C(O)c1ccc(S(=O)(=O)N[C@H](Cc2c[nH]c3ccccc23)C(=O)O)cc1	5%	12
O=C(CN1C(=O)C2C3C=CC(C3)C2C1=O)NCc1ccc2c(c1)OCO2 (centres undefined)	20%	5
O=C(COC(=O)Cc1n[nH]c(=O)c2ccccc12)NNC(=O)c1ccccc1	25%	11
C=CCn1c(-c2cccc(OCC)c2)n[nH]c1=S	3%	5
CC(C)NC(=S)N/N=C/c1c[nH]c2ccccc12	?	.
CC1(C)CC(=O)C2=C(C1)NC(=O)CC2c1ccc(F)cc1 (centres undefined)	?	.
COc1cccc(OCc2cc(C(=O)NCC3CCCCC3)no2)c1	2%	2
COc1cccc(NC(=O)NCc2ccccc2F)c1	?	.
Cn1c(N)c(C(=O)COC(=O)c2ncc(Cl)c(Cl)c2Cl)c(=O)n(C)c1=O	-13%	1
O=C(Cn1ncc2c(=O)oc3ccccc3c21)NCCCN1CCCC1=O	5%	3
CCC(C)[C@H]1COCCS(=O)(=O)N1Cc1ccc(Br)cc1 (some centres undefined)	21%	-17
O=C(c1ccco1)N1CCN(S(=O)(=O)c2cccc(Cl)c2)CC1	21%	1
CN(C)S(=O)(=O)c1ccc(Cl)c(NC(=O)CN2C(=O)NC(C)(C3CC3)C2=O)c1 (centres undefined)	1%	-1
O=C(c1cccc(S(=O)(=O)N2CCOCC2)c1)N1CCN(C/C=C/c2ccccc2)CC1	-15%	.
CC(C)CCN(C(=O)CNC(=O)c1ccco1)C(C(=O)NC1CCCCC1)c1ccco1 (centres undefined)	21%	-8
Cc1cccc(NC(=O)CNC(=O)CCc2nc3sc4c(c3c(=O)[nH]2)CCCC4)c1C	i[0.0737 µM]	21
CCc1ccc(/C=C2/SC(=S)N(CCC(=O)Nc3cccnc3)C2=O)cc1	?	.

Record cards (already shown). Values in the order: S3 lipid droplet | S3 lipid droplet cell count max
Entry for CC(C)NC(=S)N/N=C/c1c[nH]c2ccccc12 = ? | .
Entry for CN1CCN(S(=O)(=O)c2cccc(C(=O)Nc3nc(-c4ccccc4)cs3)c2)CC1 = i | .
Entry for CCN(CC)c1ccc(C2C(C(=O)OCCOC)=C(C)NC3=C2C(=O)CCC3)cc1 (centres undefined) = 26% | -8
Entry for CCOCCCn1c(SCC(=O)Nc2ccc(C(N)=O)cc2)nc2ccccc2c1=O = ? | .

Continuation:
SMILES	S3 lipid droplet	S3 lipid droplet cell count max
COC(=O)C1=C(C)NC(C)=C(C(=O)OCC2CCCO2)C1c1cccc(Br)c1 (centres undefined)	i	-24
COc1cc(/C=N/N=C2\CC3CCC2(C)C3(C)C)ccc1O (centres undefined)	?	.
O=C(Cn1c(=O)n(Cc2ccco2)c(=O)c2ccccc21)Nc1cccc(Cl)c1	?	.
CC(c1ccccc1)N(C)CC(=O)NC(=O)NCCC1=CCCCC1 (centres undefined)	?	.
Cc1cc(NC(=O)c2ccco2)sc1C	?	.
C/C(=N/NC(=O)C1COc2ccccc2O1)c1ccc(Br)s1 (centres undefined)	13%	21
COc1ccc(Cn2nnnc2C(c2ccc3ncccc3c2)N2CCN(C3CCCCC3)CC2)cc1 (centres undefined)	?	.
CCOC(=O)c1cnc(Cc2ccccc2)[nH]c1=O	?	.
CCOc1ccc(CN(C)C(=O)CCN2C(=O)c3ccccc3C2=O)cc1OC	i	14
O=C(NCCC1=CCCCC1)C(=O)NCC(c1ccco1)N1CCN(c2ccc(F)cc2)CC1 (centres undefined)	-10%	-15
COc1ccc(N(CC(O)Cn2c(C)nc3ccccc32)S(=O)(=O)c2ccc(C)cc2)cc1 (centres undefined)	?	.
CCCCC(=O)Nc1ccc(NC(=O)c2ccc([N+](=O)[O-])cc2Cl)cc1OC	?	.
c1ccc2[nH]c(-c3cnco3)cc2c1	i	11
CCNc1nc(NCC)n2c(SCC(=O)Nc3ccc(CC)cc3)nnc2n1	0%[0.0737 µM]	18
C=CCNC(=O)C(=O)c1c(-c2ccccc2)[nH]c2ccccc12	1%	18
COc1ccc(C(=O)NC2CCN(C(=O)Nc3ccccc3Cl)CC2)cc1	?	.
CCN1CCN(S(=O)(=O)c2ccc(F)c(C(=O)Nc3c(F)cc(F)cc3Br)c2)CC1	13%	12
O=C(CC1C(=O)NCCN1C(=O)c1ccc([N+](=O)[O-])cc1)Nc1ccc(F)cc1 (centres undefined)	i	14
O=C(CSc1ccc(-c2ccccn2)nn1)Nc1ccc(F)cc1F	-5%	29
CC(=O)Nc1ccc(S(=O)(=O)N2CCC(C(=O)NCCC(=O)Nc3ccccc3)CC2)cc1	?	.

4 compounds already listed, ordered by length of the SMILES, lowest first.
SMILES	S3 lipid droplet	S3 lipid droplet cell count max
c1ccc2[nH]c(-c3cnco3)cc2c1	i	11
CCNc1nc(NCC)n2c(SCC(=O)Nc3ccc(CC)cc3)nnc2n1	0%[0.0737 µM]	18
COc1ccc(C(=O)NC2CCN(C(=O)Nc3ccccc3Cl)CC2)cc1	?	.
CC(=O)Nc1ccc(S(=O)(=O)N2CCC(C(=O)NCCC(=O)Nc3ccccc3)CC2)cc1	?	.

Part of the list above, comma-delimited:
structure,S3 lipid droplet,S3 lipid droplet cell count max
CN1CCN(S(=O)(=O)c2cccc(C(=O)Nc3nc(-c4ccccc4)cs3)c2)CC1,i,.
COc1ccc(N(CC(O)Cn2c(C)nc3ccccc32)S(=O)(=O)c2ccc(C)cc2)cc1 (centres undefined),?,.
c1ccc2[nH]c(-c3cnco3)cc2c1,i,11
O=C(CN1C(=O)C2C3C=CC(C3)C2C1=O)NCc1ccc2c(c1)OCO2 (centres undefined),20%,5
COc1c(Cl)cc(Cl)cc1CNCCNCC(C)O (centres undefined),i,-6

Remaining list, next part
SMILES	S3 lipid droplet	S3 lipid droplet cell count max
O=C(N/N=C/c1cc(Br)ccc1O)C(=O)Nc1ccccc1OC(F)(F)C(F)F	-13%	-13
COc1cc(C(=O)NCCc2ccc(S(=O)(=O)N3CCCC3)cc2)cc(OC)c1OC	?	.
CC(C)(C)Nc1nc2cc([N+](=O)[O-])ccc2o1	2%	2
Cc1occc1-c1nnc(SCC(=O)N2CCN(c3ccc(F)cc3)CC2)n1C	?	.
CCC(C(=O)NC1CC1)n1nc(C)c2c(C)n(-c3ccc(C)cc3)nc2c1=O (centres undefined)	?	.
COC(=O)c1ccc(Nc2cc(C)nc3ccc(C)cc23)cc1	?	.
O=C(Nc1ccc(F)cc1)OCCN1CCN(Cc2ccccc2)CCC1=O	?	.
COc1ccccc1CCNC(C)CCc1ccc(O)cc1 (centres undefined)	?	.
COc1ccc(-c2c(C#N)c(N)nc3c2CCCCCC3)cc1OC	10%	1
COc1ccccc1NC(C)C(=O)N/N=C/c1ccccc1OCc1cccc(Br)c1 (centres undefined)	?	.
CC(=O)c1c(C)[nH]c(C(=O)CSc2nnc(C)s2)c1C	0%	1
COc1ccc(N(C)C(=O)c2oc(=O)c3ccccc3c2-c2ccccc2)c(OC)c1	-19%	6
CCOc1ccc(C2/C(=C(/O)c3ccc(S(=O)(=O)N4CCCCC4)cc3)C(=O)C(=O)N2CCCOC)cc1OC (centres undefined)	-13%	25
Cc1nc2ccc(N=NN(C)C)cc2[nH]1	-7%	0
CCc1cccc(NC(=O)CCCCCC2NC(=O)NC2C)c1 (centres undefined)	-6%	-1
CCOC(=O)N1CCN(C(=O)CN2C(=O)NC(C)(c3ccc4ccccc4c3)C2=O)CC1 (centres undefined)	-19%	14
COc1ccc(C2=NN(CC(=O)NCc3ccco3)C(=O)CC2)cc1	5%	8
CN(C)c1ccc(NC(=O)COC(=O)CCC(=O)c2ccc(F)cc2)cc1	?	.
COc1cc(OC)nc(-n2ncc(Br)c(Br)c2=O)n1	?	.
Cc1ccccc1Cn1c2ccccc2c2cnn(CC(=O)NCCCN3CCOCC3)c(=O)c21	i	6
COc1ccccc1C1NC(=O)NC(C)=C1C(=O)OC1CCC(C)CC1 (centres undefined)	?	.
Cc1ccc(C)c(NC(=O)CSc2nnc(Cc3cccn3C)n2-c2ccc(F)cc2)c1	?	.
CCCCN(C)C(=O)C1CCN(CCCc2ccccc2)CC1	?	.
CCOC(=O)CSc1nc(N2CCOCC2)c2c(c1C#N)CC(C)(C)OC2	-19%	-15
COc1ccc(N2CCN(C(=O)NCc3ccc(C)cc3)CC2)cc1	?	.
c1ccc2c(-c3csc(-c4ccncc4)n3)c[nH]c2c1	7%	-3
O=C1CSC(c2cccc([N+](=O)[O-])c2)N1CCc1ccccc1 (centres undefined)	-23%	14
COc1ccc(CCC(=O)O)c(O)c1	?	.
CCc1nn(CC(=O)NCCN2CCN(C)CC2)c(=O)c2cc3c(OC)cccc3n12	i	.
Cc1ccc(S(=O)(=O)Nc2cc(C(F)(F)F)ccc2N2CCOCC2)cc1C	22%	4
CN(C)c1ncnc(N(C)C)c1[N+](=O)[O-]	-14%	6
CCC(OC(=O)CC1Sc2ccccc2NC1=O)C(=O)NCC1CCCO1 (centres undefined)	i	-2
COc1cc(/C=N/NC(=O)Cc2ccccc2)cc([N+](=O)[O-])c1O	i	-13
O=C(C1CC1)N1N=C(c2ccc(F)cc2)CC1(O)C(F)(F)F (centres undefined)	5%	2
Cn1c(Cn2c(=O)sc3ccccc32)nnc1SCC(=O)NCC1CCCO1 (centres undefined)	-3%	-15
O=C(CN1CCOCC1)NCc1ccccc1Cl	?	.
CCOc1ccccc1NC(=O)c1ccc2ccccc2c1	?	.
CCCCNC(=O)Nc1ccccc1C(=O)Nc1ccc(OC)cc1	?	.
COc1ccc(NC(=O)N(Cc2cc3cc(OC)ccc3[nH]c2=O)CC2CCCO2)cc1 (centres undefined)	5%	-24
CCOc1ccc(Cc2nnc(SCC(N)=O)n2C)cc1	?	.
O=C(O)c1csc(-c2cccc(Cl)c2)n1	-8%	13
CC(=O)Nc1cccc(NC(=O)CSc2nccn2Cc2ccco2)c1	i	5
O=C(Nc1ccc(Cl)cc1)N1CCN(c2ccc3nnc(-c4ccc(F)cc4)n3n2)CC1	?	.
COc1ccc(NC(=O)c2sc(N)nc2-c2ccccc2)cc1	i	.
O=[N+]([O-])c1ccc(SCc2c(F)cccc2Cl)nc1	1%	-3
COc1cc(C2c3c(-c4cc(C)cc(C)c4O)n[nH]c3C(=O)N2CCCO)cc(OC)c1OC (centres undefined)	?	.
O=C(CSc1cccc2cccnc12)N/N=C/c1ccncc1	2%	-4
COc1ccc(CN2CC(=O)N(c3cc(Cl)ccc3OC)C2=S)cc1OC	?	.
O=C(Nc1ccc(S(=O)(=O)N2CCOCC2)cc1)C1CC1	i	-18
Cc1nn(Cc2ccccc2Cl)c(C)c1N	0%	6
CCCCCCCCNc1nc(Cl)nc(NCc2ccco2)n1	19%	-17
O=C(NCc1ccccc1)c1ccc(NS(=O)(=O)c2cccs2)cc1	?	.
CN1CCN(C(=O)C2CCCN(S(=O)(=O)c3ccc(F)cc3)C2)CC1 (centres undefined)	?	.
COc1cccc(CC(=O)Nc2nc(-c3cc(OC)ccc3OC)cs2)c1	?	.
CCOc1ccc(NC(=O)COC(=O)CC2CCCCC2)cc1	?	.
CC(=O)c1cccc(NC(=S)N2CCC(Cc3ccccc3)CC2)c1	?	.

From PubChem BioAssay
